EBNA-1 inh – blocks EBNA-1 binding to DNA. EBNA-1 DNA binding, fluorescence polarization. inhibition, % at 14.8 µM. actives 0.34% (n = 300,000). AID 1950; in the data active means inhibition above about 28%
PREPL inh – inhibits the human prolyl oligopeptidase-like enzyme; inhibition, % at 5.96 µM; Q4J6C6; actives 0.68% (n = 320,000); recombinant PREPL, fluorescence polarization activity-based probe; AID 2751; in the data active means inhibition above about 43%;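 further: 0% = enzyme with DMSO and 100% = wells lacking enzyme; many of its hits are not listed in these tables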
Target sequence (Q4J6C6 whole entry, looked up): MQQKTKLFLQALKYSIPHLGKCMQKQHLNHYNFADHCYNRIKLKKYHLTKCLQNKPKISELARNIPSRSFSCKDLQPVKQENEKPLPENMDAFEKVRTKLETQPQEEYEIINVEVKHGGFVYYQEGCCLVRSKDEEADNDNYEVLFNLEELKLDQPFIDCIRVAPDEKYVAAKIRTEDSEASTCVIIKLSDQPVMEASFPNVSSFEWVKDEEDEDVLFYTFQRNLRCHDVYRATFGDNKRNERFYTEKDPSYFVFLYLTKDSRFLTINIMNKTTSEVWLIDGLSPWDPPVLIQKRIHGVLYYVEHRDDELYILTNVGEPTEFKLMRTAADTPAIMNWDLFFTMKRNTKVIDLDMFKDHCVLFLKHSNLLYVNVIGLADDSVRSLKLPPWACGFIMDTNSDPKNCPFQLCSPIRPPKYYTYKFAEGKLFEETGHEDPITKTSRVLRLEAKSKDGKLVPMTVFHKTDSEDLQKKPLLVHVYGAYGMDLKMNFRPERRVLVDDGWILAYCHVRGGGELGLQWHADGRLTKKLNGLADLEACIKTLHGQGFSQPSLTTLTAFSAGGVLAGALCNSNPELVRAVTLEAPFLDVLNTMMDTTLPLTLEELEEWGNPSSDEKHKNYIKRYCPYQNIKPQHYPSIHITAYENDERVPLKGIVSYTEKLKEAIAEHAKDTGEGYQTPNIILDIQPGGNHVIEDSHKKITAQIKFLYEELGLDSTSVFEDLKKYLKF
LYPLA2 counter – LYPLA2 (human) inhibition in PME1 counter-screen | actives 0.38% (n = 320,000) | recombinant LYPLA2, FP-Rh probe fluorescence polarization | O95372 | inhibition, % at 5.9 µM;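 active means inhibition above the screen-wide mean plus 3 SD, limit set per campaign, cut at about 26% in these data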;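 further: 0% = LYPLA2 with DMSO and 100% = wells lacking LYPLA2 enzyme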
pPAFAH inh – pPAFAH (human) enzyme inhibition; Q13093; recombinant pPAFAH, FP-rhodamine probe fluorescence polarization; inhibition, % at 3.39 µM; actives 1.5% (n = 330,000);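 active means inhibition above the mean inhibition across the screen plus 3 SD, cut at about 25% in these data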;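 further: inhibitors block binding of the rhodamine activity-based probe so polarization drops; 0% = enzyme with DMSO and 100% = wells lacking pPAFAH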
PAFAH1B2 inh – PAFAH1B2 (human) inhibition. inhibition, % at 3.39 µM. actives 1.2% (n = 340,000). P68402. recombinant PAFAH1B2, FP-rhodamine activity probe, fluorescence polarization. AID 492953;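 active means inhibition above the mean of all tested compounds plus 3 SD, cut at about 24% in these data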;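 further: 0% = enzyme with DMSO and 100% = wells lacking PAFAH1B2; many of its hits are not listed in these tables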
PAFAH2 inh – PAFAH2 (human) inhibition | Q99487 | recombinant PAFAH2, FP-rhodamine activity probe, fluorescence polarization | actives 0.99% (n = 340,000) | inhibition, % at 3.39 µM;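 active means inhibition above the mean over all tested compounds plus 3 SD, cut at about 30% in these data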;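 further: inhibitors block probe labeling of enzyme so polarization drops; 0% = enzyme with DMSO and 100% = wells lacking PAFAH2 protein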
ZTA DNA inh – blocks Epstein-Barr virus ZTA, an EBNA-1 counter-screen; inhibition, % at 11 µM; actives 0.15% (n = 320,000); P03206; ZTA-DNA binding, fluorescence polarization; in the data active means inhibition above about 33%
PAFAH1B3 FP inh – blocks human PAF acetylhydrolase 1B catalytic subunit 3. Q15102. recombinant PAFAH1B3, FP-rhodamine probe, fluorescence polarization. inhibition, % at 3.39 µM. actives 0.28% (n = 340,000). AID 492972;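 active means inhibition above the screen-wide average of all tested compounds plus 3 SD, cut at about 25% in these data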;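 further: 0% = enzyme with DMSO only and 100% = wells lacking PAFAH1B3 protein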
Target sequence (Q15102 whole entry, looked up): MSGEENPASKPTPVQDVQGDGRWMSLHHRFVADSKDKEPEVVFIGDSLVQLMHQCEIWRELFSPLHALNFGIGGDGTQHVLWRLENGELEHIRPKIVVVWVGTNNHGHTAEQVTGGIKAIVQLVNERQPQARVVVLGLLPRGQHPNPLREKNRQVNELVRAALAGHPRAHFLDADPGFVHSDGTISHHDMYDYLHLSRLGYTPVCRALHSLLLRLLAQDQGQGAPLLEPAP
LYPLA1 counter – LYPLA1 (human) inhibition in PME1 counter-screen; recombinant LYPLA1, FP-Rh probe fluorescence polarization; actives 0.16% (n = 320,000); AID 2174; inhibition, % at 5.9 µM; O75608;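 active means inhibition above the mean of all tested compounds plus 3 SD, set per campaign, cut at about 14% in these data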;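 further: inhibitors block serine hydrolase probe labeling of LYPLA1 so polarization falls; 0% = enzyme with DMSO and 100% = wells lacking LYPLA1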
* marks the source's active call; other numbers are inactive results; x = not tested or not shown. The list is partial (hit frequency here may not be typical).

SMILES	EBNA-1 inh	PREPL inh	LYPLA2 counter	pPAFAH inh	PAFAH1B2 inh	PAFAH2 inh	ZTA DNA inh	PAFAH1B3 FP inh	LYPLA1 counter
Cc1cnc(CN(C)C(=O)CC2C(=O)NCCN2CCCc2ccccc2)[nH]1 (stereo unspecified)	10	9	-2	7	7	4	-4	15	-1
CC(C)c1ccccc1OCCNC(=O)c1cncc(Br)c1	-1	-8	-1	-4	4	1	4	6	-2
COc1ccc(NC(=O)CN(C)C(C)C(=O)N2CCCCC2)cc1 (stereo unspecified)	16	22	5	-2	4	-4	-7	6	3
O=C(Nc1ncc2c(n1)CC(c1ccco1)CC2=O)c1ccco1 (stereo unspecified)	3	-8	1	-3	-4	6	-1	6	-5
Cn1nc(C(=O)OCc2ccc(Br)cc2F)c2ccccc2c1=O	9	0	2	1	1	6	11	1	2
C=C(C)c1cccc(C(C)(C)NC(=O)NCc2ccc(OC)c(OC)c2)c1	-5	-2	1	4	-3	1	0	0	2
COc1ccc(OCCNC(=O)/C=C/c2ccccc2)cc1	2	-19	-1	0	-4	-4	3	0	-2
O=C(O)CCC(=O)N1N=C(c2cccs2)CC1c1cn(-c2ccccc2)nc1-c1ccccc1 (stereo unspecified)	2	3	-6	6	1	6	8	2	-2
O=C(c1cc(-c2ccncc2)nc2c(Cl)cccc12)N1CCN(c2ccccc2F)CC1	5	-32	-1	3	5	-2	-5	2	-9
O=C(NC1CCCCC1)c1sc(N2CCOCC2)nc1-c1ccccc1	4	-1	-4	-1	7	7	4	-4	-1
CC[C@@]1(C(=O)OC)N[C@H](CN(C)C(=O)Nc2ccc(F)cc2)[C@@H]2C(=O)N(Cc3ccccc3)C(=O)[C@@H]21	x	16	x	-1	7	-3	x	13	x
CNC(=S)N/N=C/c1cn(Cc2ccc(C)cc2)c2ccccc12	-6	34	0	18	2	0	-1	4	-1
COc1ccccc1-c1noc2ncnc(Nc3ccccc3C)c12	-5	6	-3	-2	-1	1	4	8	-3
CCOC(=O)CNC(=O)c1ccc(Br)s1	3	9	4	3	-3	-3	-3	7	0
COc1ccc(C(=O)Nc2cccc(-c3csc(C)n3)c2)cc1S(=O)(=O)N1CCCC1	x	-3	-20	-3	-1	1	-6	-1	-15
Cc1nnc(N2C(=O)c3oc4ccccc4c(=O)c3C2c2ccco2)s1 (stereo unspecified)	3	2	-2	0	6	2	11	8	2
CC(/C=N/NC(=O)c1nnn(-c2nonc2N)c1C(C)C)=C\c1ccccc1	5	4	-3	-6	2	-1	2	-1	-9
CCNc1nc(NC(C)C)nc(OCC)n1	2	2	-3	4	3	2	-5	-1	5
Cc1nnsc1S(=O)(=O)Cc1ccccc1C(F)(F)F	1	8	-5	-1	4	2	-14	14	1
CS(=O)(=O)N(CC(=O)N1CCCCCC1)c1ccccc1	1	12	4	2	-1	2	9	-5	-1
CCc1cc(C(=O)c2ccccc2)c(N)s1	-12	8	7	14	7	5	-7	6	-3
Nc1nonc1C(=O)NCCNCc1ccccc1	-2	1	-7	-8	2	9	1	-1	-2
CCOC(=O)c1ccc(NC(=S)N2CCSC2c2ccc(Br)cc2)cc1 (stereo unspecified)	7	-3	-18	4	11	-12	9	0	-11
CC(=O)N/N=C/c1c(C)[nH]n(-c2ccccc2)c1=O	-5	-6	2	-3	10	1	-10	6	1
CCOc1ccc(CCNC(=O)c2ccc3c(=O)n4c(nc3c2)CCCCC4)cc1	-11	9	1	2	0	-3	-10	4	-2

Four entries from above, in markdown:
| SMILES | EBNA-1 inh | PREPL inh | LYPLA2 counter | pPAFAH inh | PAFAH1B2 inh | PAFAH2 inh | ZTA DNA inh | PAFAH1B3 FP inh | LYPLA1 counter |
| --- | --- | --- | --- | --- | --- | --- | --- | --- | --- |
| CNC(=S)N/N=C/c1cn(Cc2ccc(C)cc2)c2ccccc12 | -6 | 34 | 0 | 18 | 2 | 0 | -1 | 4 | -1 |
| COc1ccccc1-c1noc2ncnc(Nc3ccccc3C)c12 | -5 | 6 | -3 | -2 | -1 | 1 | 4 | 8 | -3 |
| CCOC(=O)CNC(=O)c1ccc(Br)s1 | 3 | 9 | 4 | 3 | -3 | -3 | -3 | 7 | 0 |
| COc1ccc(C(=O)Nc2cccc(-c3csc(C)n3)c2)cc1S(=O)(=O)N1CCCC1 | x | -3 | -20 | -3 | -1 | 1 | -6 | -1 | -15 |

(list continues)
SMILES	EBNA-1 inh	PREPL inh	LYPLA2 counter	pPAFAH inh	PAFAH1B2 inh	PAFAH2 inh	ZTA DNA inh	PAFAH1B3 FP inh	LYPLA1 counter
CCn1c(SCC(=O)N/N=C/c2ccc(OC)c(OC)c2)nc2ccccc21	-2	7	1	6	0	0	-8	6	0
COCCCNC(=O)CCn1c(=O)c2ccccc2n(Cc2cccc([N+](=O)[O-])c2)c1=O	-4	-1	-3	2	-1	-4	13	-3	1
Cc1c(CCO)c(=O)n(C)n1C(=O)c1ccc(F)cc1	-9	-13	3	-1	2	3	-2	5	-2
CC1CC(C)CN(C(=O)/C(=C\c2ccccc2)c2ccccc2)C1 (stereo unspecified)	0	-4	3	2	4	2	-4	-4	1
CC(C)CN1CCN(Cc2nc3ccccc3s2)CC1CCO (stereo unspecified)	3	19	5	1	-4	7	20	3	-2
NS(=O)(=O)c1ccc(CNC(=O)CCSCCC(=O)NCc2ccc(S(N)(=O)=O)cc2)cc1	10	8	0	-2	6	-1	-2	4	-4
COc1ccc2sc(N(CCCN(C)C)C(=O)c3ccc(S(=O)(=O)N(C)Cc4ccccc4)cc3)nc2c1	5	-3	3	3	-1	2	-2	5	1
O=C(N/C(=C/c1ccc(Br)cc1)C(=O)N1CCCCC1)c1ccccc1F	0	21	-6	-2	4	5	-8	8	-3
CN(C)S(=O)(=O)c1ccc(NC(=S)NC(=O)c2ccc(Br)o2)cc1	-4	17	1	3	x	x	-11	x	-1
O=C(OCc1cncs1)c1ccccc1	3	-2	11	3	-3	-4	3	4	1
Cc1ccc(CC(=O)N2CC(C)OC(C)C2)cc1 (stereo unspecified)	7	-3	-2	1	4	2	13	7	2
Cc1nc(SCC(=O)Nc2c(C)n(C)n(-c3ccccc3)c2=O)[nH]c(=O)c1Cc1ccccc1	1	6	7	6	-5	-12	-13	9	2
CCN1C(=O)C(=O)N(CC(=O)N2CCC(C)Sc3ccccc32)C1=O (stereo unspecified)	x	2	-1	0	13	5	-2	8	-3
CCC(=O)Nc1cccc(-c2nc3ccccc3c(=O)o2)c1	4	5	5	-2	0	20	13	6	4
c1ccc(CCc2nn3c(Cn4nnc5ccccc54)nnc3s2)cc1	0	-34	-3	6	4	1	-16	12	-5
COc1cc(/C=C(/NC(=O)c2ccc(Cl)cc2Cl)C(=O)O)cc(OC)c1OC	-1	-5	-3	4	5	3	0	4	-1
Cc1ccc(N2C(=O)c3ccccc3C2=O)cc1	9	2	-5	-7	7	4	-1	-1	4
O=C(NCc1ccccn1)c1ccc(Br)s1	-1	20	5	4	6	1	-18	-5	-2
CCOC(=O)c1cnc(SC2CC(=O)N(c3ccc(OC)c(OC)c3)C2=O)nc1N (stereo unspecified)	4	2	2	2	1	-3	10	2	0
C=CCSc1ccc(S(=O)(=O)N2CCN(C)CC2)cn1	x	3	4	2	4	0	12	1	-3
CCOc1ccc(NC(=O)c2cc(F)c(F)cc2Cl)cc1OCC	-1	9	-3	-8	5	-7	6	11	-4
CSc1nc(-c2ccc(Cl)cc2)nn1S(=O)(=O)c1ccccc1	10	4	0	5	4	1	12	6	-2
COCCn1c(SCc2cc(=O)n3cc(C)ccc3n2)nc2ccccc2c1=O	3	1	3	2	x	x	8	x	2
COc1c(C)cc(Br)cc1C(=O)O	-1	1	8	0	0	-1	-6	4	3
Cc1cc(C)n(CC(=O)n2c(C)c(C)c3ccccc32)n1	-9	5	-4	-6	-4	0	-10	-1	-1
Continued:
SMILES	EBNA-1 inh	PREPL inh	LYPLA2 counter	pPAFAH inh	PAFAH1B2 inh	PAFAH2 inh	ZTA DNA inh	PAFAH1B3 FP inh	LYPLA1 counter
O=C(Nc1ccccc1C(F)(F)F)NC1CCCCCCC1	10	9	0	0	7	3	6	-4	-2
Cc1nnc2c(NC(C)C)nc3ccccc3n12	4	4	5	4	2	-6	6	-1	5
CCOC(=O)N1CCC(NC(=O)CCN2C(=O)C3C4C=CC(C4)C3C2=O)CC1 (stereo unspecified)	3	-13	2	6	2	-1	-17	11	0
O=C(Cn1nnc2ccccc2c1=O)NC1CCCc2ccccc21 (stereo unspecified)	0	-5	5	5	2	7	-10	1	1
Cc1ccc(-c2cc(C(F)F)n3ncc(C(=O)N4CCc5ccccc5C4)c3n2)cc1	-4	-5	-6	2	1	-3	-5	8	-6
COC(=O)/C=C1\SC(N)=NC1=O	1	-13	6	1	12	4	-16	3	1
CCc1cccc(NC(=S)N(CCCOC(C)C)C2CCN(C(C)=O)CC2)c1	2	7	-4	7	-1	-2	-1	-3	1
CSc1cccc(NC(=O)CCNS(=O)(=O)c2ccc3[nH]c(=O)oc3c2)c1	0	-4	0	7	-1	5	13	3	-1
C/C(=N\NC(=O)c1c(C)nc2ccccn12)c1ccc(N2CCOCC2)cc1	2	8	8	3	1	6	-14	2	-2
COC(=O)CSc1cc([N+](=O)[O-])cc2c1c(C1OCCO1)nn2-c1ccccc1	-6	1	7	4	-2	-9	-24	-4	1
CCCCN(C(=O)c1ccc(N(C)S(=O)(=O)c2ccc(C)cc2)cc1)c1c(N)n(CCC)c(=O)[nH]c1=O	1	12	0	3	6	0	-3	12	1
C=CCN(c1ccccc1C(=O)NCC(=O)O)S(=O)(=O)c1ccccc1C	3	-5	0	1	10	10	10	4	3
O=[N+]([O-])c1ccc(-c2nc(=S)c3c(o2)CCCC3)cc1	3	6	-2	5	7	-2	2	6	-8
Cc1ccc(C(=O)NC(=S)Nc2cccc(NC(=O)c3ccccc3)c2)cc1[N+](=O)[O-]	2	-7	-8	-6	-4	-27	17	-9	-14
CCc1nnc(NC(=O)CN2CCN(C(=O)c3ccccc3)CC2)s1	2	-1	-1	5	1	-8	-7	2	-3
COc1cc(CNS(=O)(=O)c2ccc3c(c2)CC(C)N3C(C)=O)cc(OC)c1OC (stereo unspecified)	6	19	4	1	1	-6	2	7	3
CNC(=O)c1ccc(Nc2nnc(-c3ccc(C(N)=O)cc3)c3ccccc23)cc1	-8	-3	-3	0	5	15	0	0	-4
COc1ccc(NC(=O)C2CCCN(C(=O)Nc3ccc(F)cc3)C2)cc1OC (stereo unspecified)	-5	-5	-2	-6	4	0	10	7	-2
Nc1nc2n(n1)C(c1cccc(Cl)c1)CC(c1ccc(F)cc1)N2 (stereo unspecified)	7	33	0	-4	7	-1	0	4	5
COc1ccc(C(=O)CSc2nnc(COc3ccc(C#N)cc3)n2-c2ccccc2)cc1	20	-21	7	7	5	6	8	2	3
COC(=O)CNC(=O)c1ccc(F)cc1	0	-7	-4	6	x	x	-7	x	-1
CC1(C)CC(=O)C2=C(C1)c1c(ccc3ccccc13)NC2c1ccc(OCC(=O)O)cc1 (stereo unspecified)	-1	-4	8	4	6	-3	-4	11	3
Cc1ccc(Cl)cc1NC(=S)N(CCCN1CCOCC1)Cc1ccco1	-6	-11	7	-2	-2	4	-32	6	5
Cc1cccc2c1-c1sc(C(=O)N3CCCCC3)cc1CO2	2	23	-1	24	4	19	-15	4	-4
O=C(c1ccc(S(=O)(=O)NCc2ccco2)cc1)N1CCN(c2ccccc2)CC1	x	32	x	6	1	3	x	5	x
Cc1ccc(NC(=O)CCNS(=O)(=O)c2ccc3c(c2)CCC(=O)N3)c(Br)c1	6	16	-2	0	0	3	7	2	0
Cc1ccccc1CN1CCN(CC(=O)NCc2ccccn2)C1=O	-4	2	4	-1	6	5	16	6	3
O=C1CC(NS(=O)(=O)c2ccccc2)CN1c1ccc2c(c1)OCCO2 (stereo unspecified)	-1	-4	-7	2	4	5	-5	2	2
CCCCCC(=O)Nc1cccc(C2=NOC3(C2)C[C@@H](C(N)=O)N(C(=O)c2ccc(OC)cc2)C3)c1 (stereo partly specified)	3	11	-2	-1	0	-4	-17	-8	-4
